# Screens (PubChem BioAssay)
# SENP6 block – SENP6 protease inhibitors, primary screen, biochemical, luminescence, uHTS. inhibition, % at 10 µM. 330,000 tested, 1.8% active. Sentrin-specific protease 6 (Homo sapiens), Q9GZR1. AID 2599, 2010. Recombinant SENP6 catalytic domain, aminoluciferin luminescence;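 active = inhibition above about 50% at the single tested dose, limit read from the data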;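 also: plate controls were DMSO wells with enzyme for no effect and DMSO wells lacking enzyme for full effect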
# SENP8 block-1 – human SENP8 protease inhibitors, primary screen, biochemical, fluorescence, Nedd8 protein substrate, uHTS | AID 602440, 2012 | inhibition, % at 20 µM | recombinant SENP8 | 360,000 tested, 0.64% active; in the data active = inhibition mostly above about 40%, no sharp cut-off; inactive = mostly below about 27%
# SENP1 inh – human SENP1 catalytic domain inhibitors, primary screen, biochemical, FRET, uHTS | Sentrin-specific protease 1 (Homo sapiens), Q9P0U3 | recombinant SENP1 catalytic domain, CyPet-SUMO1-YPet FRET cleavage | inhibition, % at 10 µM | 360,000 tested, 0.21% active | AID 624204, 2012;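 active = inhibition at least 30% at 10 µM, raw YFP signal under a set limit, fluorescence ratio 0.5 to 1.5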;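 also: 0% = enzyme with DMSO and 100% = no enzyme wells; some results filed as inactive read as strong as hits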
#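 material = recombinant human SENP1 catalytic domain, His6-tagged | quantity = 20 pM enzyme | reagent = 25 nM SUMO1 FRET substrate | compound dosing = 10 µM single point, 0.5% DMSO | timing = 50 min enzyme reaction, room temperature, light-protected | detection = FRET, CFP and YFP emission | control set = no-enzyme low, enzyme-DMSO high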
# PfG6PD inh – PfG6PD enzyme inhibitors, primary screen, biochemical, fluorescence intensity, uHTS; glucose-6-phosphate dehydrogenase-6-phosphogluconolactonase (Plasmodium falciparum 3D7); PfGluPho enzyme, NADPH resazurin-diaphorase fluorescence; inhibition, % at 20 µM; 350,000 tested, 0.78% active; AID 504690, 2011;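 active = inhibition reaching at least a set limit at 20 µM in the primary screen, cut at about 59% in these data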;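 also: 0% = DMSO wells with substrate and 100% = DMSO wells lacking glucose-6-phosphate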
# HKDC1 inhibitor – HKDC1 hexokinase inhibitors, primary screen, biochemical, fluorescence, uHTS | 340,000 tested, 0.16% active | inhibition, % at 20 µM | Q2TB90 | recombinant HKDC1, G6PDH/diaphorase resazurin coupled fluorescence;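 active = inhibition above about 35% when tested at 20 µM, limit read from the data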;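 also: plate controls were DMSO wells with enzyme for no effect and DMSO wells lacking enzyme for full effect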
#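 Material: recombinant HKDC1 hexokinase; Amount: HKDC1 at 5 µg/mL; Medium: Tris pH 8.0 buffer with MgCl2, Tween-20, BSA, BME; Schedule: 90 min reaction incubation at room temperature, dark; Technique: coupled resazurin fluorescence, excitation 525 nm, emission 613 nm.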
# SENP8 block-2 – SENP8 protease inhibitors, primary screen, biochemical, luminescence; Sentrin-specific protease 8 (Homo sapiens), Q96LD8; purified SENP8, Z-RLRGG-aminoluciferin cleavage; inhibition, % at 10 µM; 330,000 tested, 1.2% active; AID 2540, 2010; in the data active = inhibition above about 50%
# SENP7 inh – SENP7 protease inhibitors, primary screen, biochemical, luminescence, uHTS | Sentrin-specific protease 7 (Homo sapiens), Q9BQF6 | recombinant SENP7, Z-RLRGG-aminoluciferin luminescence, 40 min | inhibition, % at 5 µM | 330,000 tested, 1.5% active | AID 434973, 2010;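 active = inhibition above about 50% at the single test dose, limit read from the data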;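 also: plate controls were DMSO with enzyme for no effect and no enzyme buffer wells for full effect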
# NALP3 yeast inh – NALP3 inflammasome inhibitors in reconstituted yeast, primary screen, luminescence, uHTS. Yeast reconstituted NLRP3/ASC/caspase-1, beta-gal luminescence, 24 h. inhibition, % at 10 µM. 330,000 tested, 0.39% active;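 active = inhibition of 50% or more; inactive = inhibition below 50%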;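 also: plate controls were induced DMSO wells for no effect and uninduced yeast grown without galactose for full effect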
# Apaf1 inhib – inhibitors of human Apaf-1 apoptosome, primary screen, biochemical, DEVD-Rh110 fluorescence, uHTS | Apoptotic protease-activating factor 1 (Homo sapiens), O14727 | inhibition, % at 20 µM | reconstituted apoptosome caspase-3 activity | AID 489030, 2010 | 330,000 tested, 0.71% active; active = inhibition of at least 40% at 20 µM;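 also: plate controls were DMSO wells for no effect and DEVD-CHO caspase inhibitor wells for full effect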
#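 Assay system – apoptosome proteins · Medium – Hepes buffer, pH 7.5 · Also added – cytochrome c with DEVD-Rh110 · Timing – 30 min compound preincubation, 50 min activation, room temperature · Detection – Rh110 fluorescence, excitation 480 nm, emission 540 nm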
# * = called active by the depositor; · = not tested or not shown.
SMILES,SENP6 block,SENP8 block-1,SENP1 inh,PfG6PD inh,HKDC1 inhibitor,SENP8 block-2,SENP7 inh,NALP3 yeast inh,Apaf1 inhib
Cc1ccc(NC(=O)NC2CC(=O)N(c3ccc4c(c3)OCCO4)C2)cc1F (stereo unspecified),-12,7,-1,3,-4,-8,5,27,8
c1ccc(C(c2nnnn2C2CCCC2)N2CCN(c3nc4ccccc4s3)CC2)cc1 (stereo unspecified),-14,1,0,-6,-2,1,-1,-58,16
N#Cc1c(NC(=O)C2CC(c3ccccc3O)=NO2)sc2c1CCC2 (stereo unspecified),7,1,-2,-40,-5,8,2,1,14
CNC(=O)c1ccccc1-c1cn(C)c2ccccc2c1=O,-3,-106,1,6,-6,4,9,4,-9
CCOC(=O)N1CCN(c2c(NCCCN3CCCCCC3)c(=O)c2=O)CC1,9,13,-4,9,-8,7,-7,18,13
Cn1cc(CN(CCO)Cc2cccs2)c(-c2cccc(Cl)c2)n1,-10,24,2,4,-3,-1,6,16,6
COc1cc(C(=O)OCC(=O)Nc2ccc(N3CCOCC3)cc2)ccc1OCC(C)C,-4,8,4,3,-5,13,-6,10,-1
O=C(Oc1ccc(Br)cc1)c1cccc(S(=O)(=O)N2CCOCC2)c1,-21,15,1,1,-1,-10,5,21,15
C=CCC[C@H](Cc1ccc(F)cc1)C(=O)OC[C@H](Cc1c[nH]c2ccccc12)NC(=O)[C@@H](CC=C)CC(=O)N[C@H](CO)Cc1ccccc1,-19,16,-1,14,4,6,2,24,22
COC(=O)c1sccc1NC(=O)c1ccc(Br)s1,4,-21,0,1,-10,-12,-4,10,-11
CCCC(=O)NC(=S)NNC(=O)c1ccc([N+](=O)[O-])cc1,-5,3,0,10,-19,-15,-4,11,1
CCN(C(=O)c1ccc2c(SCC(=O)O)c3c(nc2c1)CCC3)c1cc(Cl)ccc1OC,4,16,1,-13,0,7,4,-6,4

# Five entries picked at random from the list so far, as already listed:
SMILES,SENP6 block,SENP8 block-1,SENP1 inh,PfG6PD inh,HKDC1 inhibitor,SENP8 block-2,SENP7 inh,NALP3 yeast inh,Apaf1 inhib
N#Cc1c(NC(=O)C2CC(c3ccccc3O)=NO2)sc2c1CCC2 (stereo unspecified),7,1,-2,-40,-5,8,2,1,14
c1ccc(C(c2nnnn2C2CCCC2)N2CCN(c3nc4ccccc4s3)CC2)cc1 (stereo unspecified),-14,1,0,-6,-2,1,-1,-58,16
CNC(=O)c1ccccc1-c1cn(C)c2ccccc2c1=O,-3,-106,1,6,-6,4,9,4,-9
Cc1ccc(NC(=O)NC2CC(=O)N(c3ccc4c(c3)OCCO4)C2)cc1F (stereo unspecified),-12,7,-1,3,-4,-8,5,27,8
Cn1cc(CN(CCO)Cc2cccs2)c(-c2cccc(Cl)c2)n1,-10,24,2,4,-3,-1,6,16,6

# 2 entries from above in another layout:
# Order of values: SENP6 block	SENP8 block-1	SENP1 inh	PfG6PD inh	HKDC1 inhibitor	SENP8 block-2	SENP7 inh	NALP3 yeast inh	Apaf1 inhib
- COC(=O)c1sccc1NC(=O)c1ccc(Br)s1
 : 4	-21	0	1	-10	-12	-4	10	-11
- C=CCC[C@H](Cc1ccc(F)cc1)C(=O)OC[C@H](Cc1c[nH]c2ccccc12)NC(=O)[C@@H](CC=C)CC(=O)N[C@H](CO)Cc1ccccc1
 : -19	16	-1	14	4	6	2	24	22

# The list continues:
SMILES,SENP6 block,SENP8 block-1,SENP1 inh,PfG6PD inh,HKDC1 inhibitor,SENP8 block-2,SENP7 inh,NALP3 yeast inh,Apaf1 inhib
COc1ccccc1C1CC(=O)NC(C)=C1C(=O)OC(C)C (stereo unspecified),16,4,0,-1,3,-5,12,3,-1
O=C(NCc1cccc(Br)c1)c1cc(-c2ccccc2)nn1CC1CC(c2cccnc2)=NO1 (stereo unspecified),1,11,-1,-15,1,-11,-11,4,8
COc1cccc(-c2noc(-c3ccc4c(c3)OCO4)n2)c1,92*,-10,11,14,-2,89*,101*,-15,-10
CS(=O)(=O)N(CC(=O)NCCSCc1ccccc1Cl)c1ccccc1F,-1,9,-3,-9,9,1,0,18,-13
Cc1ccc(OC(=O)c2ccc(C)c([N+](=O)[O-])c2)cn1,-14,-5,1,12,-7,-8,7,19,-2
Cc1cc(C)c(NC(=O)CS(=O)CC(=O)Nc2cccnc2)c(C)c1 (stereo unspecified),18,14,2,7,0,2,6,5,-8
Cc1cc2nc(-c3ccc(SCC(=O)Nc4ccc5c(c4)OCCO5)nc3)[nH]c2cc1C,9,-252,-7,28,0,-9,31,29,-5
Cc1ccccc1-n1c(SCC(=O)N2CCCC2)nnc1-c1ccccn1,-7,23,1,-22,-4,-8,-4,-8,-3
Cn1c(-c2ccccc2)cnc1SCC(=O)N1CCCCC1,-14,13,2,0,-5,-2,-1,8,4
Nc1nnc(SCn2nnc3ccccc3c2=O)s1,2,-2,-1,5,-6,1,5,20,-12
Cc1cc(C)nc(Oc2ccc([N+](=O)[O-])cc2)n1,10,1,4,6,2,-1,-5,15,-7
O=C(CC1c2ccccc2Oc2ccccc21)Nc1ccccc1C(F)(F)F,1,12,1,-2,-3,0,0,26,2
Cc1cc(C)cc(C(=O)Nc2ccc(N3CCN(C(=O)c4ccco4)CC3)cc2)c1,-15,7,-1,-6,-3,-12,-10,20,13
CCCOc1ccc(C2NC(=O)CCC2[N+](=O)[O-])cc1 (stereo unspecified),0,17,2,9,-6,-5,-9,15,11
COc1cc(CCCN2C(=O)C(=O)NC[C@@H]2CC2CCCCC2)cc(OC)c1OC,-13,7,-1,-5,-2,-1,5,0,2
O=C(O)CCC(=O)N(Cc1cccs1)Cc1cccs1,-17,10,3,-12,-7,-4,7,11,7
O=C(Nc1cc(Cl)ccc1Cl)Nn1cnnc1,-2,-10,4,0,0,-6,0,13,-9
c1ccc(-c2cn(C[C@H]3CC[C@@H]([C@@H]4CC[C@H](Cn5cc(-c6ccccc6)nn5)O4)O3)nn2)cc1,-12,26,1,-13,2,-2,3,1,13
CC1(C)C(C=C(Cl)Cl)C1C(=O)N(Cc1cccc(Cl)c1)C1CCS(=O)(=O)C1 (stereo unspecified),-6,8,-1,7,-10,2,8,13,23
CN(C)c1ccc(/C=C/c2ccc3ccccc3n2)cc1,·,-290,-26,-5,-1,·,·,·,·
NS(=O)(=O)c1ccc(CCNC(=O)c2ccc(C#CC3(O)CCCCC3)cc2)cc1,-5,-8,1,-13,3,1,0,12,-6
O=C(Nc1ccccc1N1CCCC1)C1CCN(S(=O)(=O)c2ccc(F)cc2)CC1,-4,9,1,2,-1,-4,-5,23,5
Cc1ccc(NC(=O)CN2CCN(Cc3ccccc3)CC2)cc1,-21,11,2,7,-3,0,-11,35,-1
CC(C)c1ccc(NC2CCCN(C(=O)CC3CCCC3)C2)cc1 (stereo unspecified),7,3,1,-6,1,-14,-14,12,13
COc1ccc(C(=O)/C=C(/C)N(C)C)cc1,-12,17,1,-12,-5,-5,2,19,1
CN1CCN(c2ccc(Nc3ccnc4cc(Cl)ccc34)cc2)CC1,9,22,-6,25,4,7,0,16,-4
Cc1cc(C)c2c(c1)SC1=NC(c3ccccc3)(C(F)(F)F)NC(=O)N12 (stereo unspecified),-13,5,1,6,2,-8,-7,28,10
Cc1ccccc1-c1nnc(SCC(=O)Nc2ccc(Cl)cc2)n1N,-1,12,1,-12,-6,1,10,8,6
O=C(c1ccc(COc2ccc(Br)cc2)o1)N1N=C(C(F)F)CC1(O)C(F)F (stereo unspecified),11,7,1,0,10,-5,1,5,20
COC(=O)c1c(C)[nH]c(C(=O)CSc2ncnc3sc(-c4ccccc4)cc23)c1C,-9,-36,-11,-16,-11,-6,1,-15,3
COCCNc1c2c(nc3c(-c4ccccc4)c(C)nn13)CCCC2,22,-195,0,-15,15,0,11,6,8
COc1ccccc1OCCN1C(=O)S/C(=C\c2ccco2)C1=O,-6,14,-2,13,-3,3,2,8,1
NC(=O)COC(=O)CC12CC3CC(CC(Br)(C3)C1)C2,-9,7,0,-4,9,0,4,14,-5
O=C(CN1C(=O)c2ccccc2S1(=O)=O)N1CCN(c2ccc(F)cc2)CC1,-13,9,1,-2,1,4,2,10,-9
CC1CC(C)CN(C(=S)Nc2ccc(OC(F)F)cc2)C1 (stereo unspecified),4,7,1,-3,5,3,5,13,7
O=C(Nc1ccc(O)cc1)c1c(O)c2c([nH]c1=O)CCCC2,8,-28,1,-13,-10,-18,5,-4,-2
O=C(O)C1CC=CCC1C(=O)Nc1ccc2c(c1)CCC2 (stereo unspecified),-13,5,-1,-12,-5,0,11,18,-2
Cc1ccc(-n2nc3c(n2)/C(=N/O)CC/C3=N\O)cc1,26,-38,3,-12,2,66*,78*,8,7
CCN(CC)C(=O)CSc1nnc(-c2cccc(OC)c2)o1,-23,32,2,1,-8,-11,1,10,1
CN(C)CCNc1ncnc2ccccc12,-1,3,-1,7,-1,3,2,-15,3
O=C(C(Cc1ccccc1)N1C(=O)C2C3C=CC(C3)C2C1=O)N1CCCCCC1 (stereo unspecified),-7,13,0,-18,6,-2,4,5,-1
O=C(CN(Cc1ccc(F)cc1)C(=O)CNS(=O)(=O)c1ccc(F)cc1)NCc1ccco1,-4,12,0,10,-6,5,4,14,-1
